AID2073 = disruptors of CaV2.2 binding to Mint1 – biochemical, HTRF (AID 2073); HTRF protein-protein interaction, Mint1-CaV2.2; higher % means a stronger effect; inhibition, % at 20 µM, or IC50 in µM where a hit was titrated; actives 0.19% (n = 290,000); in the data active means inhibition mostly above about 51%, no sharp cut-off; further: some results filed as inactive read as strong as hits
UTI89 phage lysis = inhibition of K1F phage lysis, E. coli UTI89, bacterial capsule biogenesis inhibitors, alamar blue (AID 488966) | inhibition, % at 100 µM; hits with a dose series show IC50 in µM | E. coli UTI89 K1F phage lysis, alamar blue, 2 h; higher % means a stronger effect | actives 0.02% (n = 340,000);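 active means phage lysis inhibition, versus mean bacterial control, above a set limit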;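 further: capsule biogenesis inhibitors block K1F phage lysis so surviving cells raise fluorescence; higher fluorescence means more inhibition of phage lysis; actives were called in the ten point dose series up to 300 µM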
GPR35 arrestin U2OS = GPR35 antagonists blocking zaprinast-driven arrestin recruitment, primary screen, imaging, U2OS, beta-arrestin-GFP, zaprinast agonist (AID 2058). U2OS GPR35 beta-arrestin-GFP translocation imaging, zaprinast antagonism; higher % means a stronger effect. one-dose inhibition, % at 10 µM; IC50 in µM for titrated hits. actives 0.052% (n = 290,000);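 active means inhibition of at least 50% with at least 30 cells and total cytoplasm GFP at most 10,000,000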
GPR55 activation = GPR55 agonists via beta-arrestin recruitment, primary screen, imaging, U2OS cells, beta-arrestin-GFP redistribution (AID 1961) | U2OS GPR55 beta-arrestin-GFP redistribution imaging; higher % means a stronger effect | activation, % at 10 µM; hits with a dose series show EC50 in µM | actives 0.048% (n = 290,000);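 active means activation above 40% with more than 50 cells counted in the well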;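 further: U2OS osteosarcoma cells stably expressing GPR55 and beta-arrestin-GFP; plate controls were DMSO negative control for no effect and LPI positive control for full effect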
HIV fusion peptide = cell-free HIV fusion peptide-binding blockers – biochemical, uHTS, fluorescence dequenching, primary screen (AID 1986) | cell-free peptide binding, fluorescence dequenching, 30 min; higher % means a stronger effect | one-dose inhibition, % at 20 µM; IC50 in µM for titrated hits | actives 0.3% (n = 290,000); in the data active means inhibition mostly above about 52%, no sharp cut-off; inactive means mostly below about 76%; further: some results filed as inactive read as strong as hits
NTR1 ag = agonists of NTR1, primary screen, imaging, U2OS cells, beta-arrestin-GFP, high content (AID 493036). NTR1-U2OS beta-arrestin-GFP spot imaging, agonist mode. activation, % at 20 µM. actives 0.17% (n = 330,000);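 active means activation at or above 40% of the spot to cytoplasm intensity ratio, with at least 20 cells analyzed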;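 further: 0% = DMSO without peptide and 100% = 100 nM NTR1 peptide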
Target sequence (P30989 whole entry, looked up): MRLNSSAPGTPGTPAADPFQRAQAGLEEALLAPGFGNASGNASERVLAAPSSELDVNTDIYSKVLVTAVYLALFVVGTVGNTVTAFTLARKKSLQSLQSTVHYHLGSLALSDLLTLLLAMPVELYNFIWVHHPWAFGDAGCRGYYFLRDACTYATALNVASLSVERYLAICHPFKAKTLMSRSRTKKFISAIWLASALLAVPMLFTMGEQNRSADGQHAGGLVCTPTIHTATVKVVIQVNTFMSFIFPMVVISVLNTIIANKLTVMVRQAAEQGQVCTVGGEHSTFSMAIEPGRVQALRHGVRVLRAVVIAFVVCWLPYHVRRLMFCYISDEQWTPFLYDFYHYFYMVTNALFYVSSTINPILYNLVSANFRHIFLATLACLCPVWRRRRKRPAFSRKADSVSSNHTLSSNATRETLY
GPR55 LPI antagonism = GPR55 antagonists blocking LPI-driven arrestin recruitment, primary screen, imaging, U2OS, beta-arrestin-GFP, LPI agonist (AID 2013); one-dose inhibition, % at 10 µM; IC50 in µM for titrated hits; U2OS GPR55 beta-arrestin-GFP translocation imaging, LPI antagonism; higher % means a stronger effect; actives 0.13% (n = 290,000);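 active means spots per cell inhibited over 60%, with over 100 cells counted and total cytoplasm intensity under 500,000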;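 further: U2OS cells stably carrying GPR55 and arrestin-GFP stimulated by 5 µM LPI near EC80; imaged beta-arrestin-GFP aggregate spots per cell after agonist stimulation; plate controls were LPI-stimulated DMSO wells for no effect and DMSO wells without LPI for full effect; some results filed as inactive read as strong as hits; confirmed hits need IC50 under 10 µM and bright autofluorescent wells are also inconclusive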
SIAH1 antagonists = Siah-1 peptide-binding antagonists, primary screen, biochemical, fluorescence polarization, rhodamine-plectin, uHTS (AID 1817); Siah-1 / rhodamine-plectin peptide fluorescence polarization; higher % means a stronger effect; displacement, % at 20 µM; hits with a dose series show IC50 in µM; actives 0.02% (n = 290,000);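 active means displacement of at least 50% at 20 µM, with a fluorescence ratio check between 0.3 and a set limit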;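 further: plate controls were Siah plus tracer with DMSO for no effect and tracer alone without Siah for full effect; strong numbers were not always called active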
NS5 inhibitors = flavivirus cap methylation enzyme inhibition – biochemical, confirmation dose response, primary screen (AID 588689); actives 0.3% (n = 340,000); inhibition, % at 25 µM, or IC50 in µM where a hit was titrated; Dengue-2 NS5 methyltransferase capping enzyme assay, biochemical; higher % means a stronger effect; in the data active means a potency from the dose series
NTR1 ag cell count 20 µM = recorded beside NTR1 ag, whose call it bears; cell count; measured here: cell count, cytotoxicity flag
NS5 inhibitors pilot replicate = further read-out of NS5 inhibitors, marked with its call; inhibition, %; measured here: pilot screen replicate inhibition
An asterisk follows results filed as active; [ ] = another dose, or the depositor's remark.

Preview (2 entries):
Screening C=CCN(C(=O)C1=NN(C2CCS(=O)(=O)C2)C(=O)CC1)c1nc(-c2ccc([N+](=O)[O-])cc2)cs1 (stereo unspecified) returned AID2073 31.6%, UTI89 phage lysis 0.2%, GPR35 arrestin U2OS -10.1%, GPR55 activation -0.1%, HIV fusion peptide 0.8%, NTR1 ag 4.2, GPR55 LPI antagonism 27.9%, SIAH1 antagonists -2.7%, NS5 inhibitors -3.1% and NTR1 ag cell count 20 µM 23.
Screening O=C(Nc1cccc(F)c1)N(Cc1ccc(Cl)cc1)CC(O)C(F)(F)F (stereo unspecified) returned AID2073 8.6%, UTI89 phage lysis -0.5%, GPR35 arrestin U2OS -1.5%, GPR55 activation -0.1%, HIV fusion peptide 3.2%, NTR1 ag 6.5, GPR55 LPI antagonism 3.4%, SIAH1 antagonists 2.6%, NS5 inhibitors 0.7% and NTR1 ag cell count 20 µM 61.

The listing, previewed entries included:
Screening C=CCN(C(=O)C1=NN(C2CCS(=O)(=O)C2)C(=O)CC1)c1nc(-c2ccc([N+](=O)[O-])cc2)cs1 (stereo unspecified) returned AID2073 31.6%, UTI89 phage lysis 0.2%, GPR35 arrestin U2OS -10.1%, GPR55 activation -0.1%, HIV fusion peptide 0.8%, NTR1 ag 4.2, GPR55 LPI antagonism 27.9%, SIAH1 antagonists -2.7%, NS5 inhibitors -3.1% and NTR1 ag cell count 20 µM 23.
Screening O=C(Nc1cccc(F)c1)N(Cc1ccc(Cl)cc1)CC(O)C(F)(F)F (stereo unspecified) returned AID2073 8.6%, UTI89 phage lysis -0.5%, GPR35 arrestin U2OS -1.5%, GPR55 activation -0.1%, HIV fusion peptide 3.2%, NTR1 ag 6.5, GPR55 LPI antagonism 3.4%, SIAH1 antagonists 2.6%, NS5 inhibitors 0.7% and NTR1 ag cell count 20 µM 61.
Screening CN1CCN(c2ccccc2/C=C2/C(=O)Nc3ccccc32)CC1 returned AID2073 8.3%, UTI89 phage lysis 0.1%, GPR35 arrestin U2OS 16.5%, GPR55 activation 0.0%, HIV fusion peptide -0.9%, NTR1 ag 0.9, GPR55 LPI antagonism 1.3%, SIAH1 antagonists -7.8%, NS5 inhibitors -10.8% and NTR1 ag cell count 20 µM 95.
For CC(=O)Nc1cc[n+](C(C)C(=O)c2ccccc2)cc1 (stereo unspecified) the results were AID2073 15.1%, UTI89 phage lysis 0.2%, GPR35 arrestin U2OS 3.7%, GPR55 activation -0.1%, HIV fusion peptide -2.5%, NTR1 ag 2.5, GPR55 LPI antagonism 20.7%, SIAH1 antagonists 0.4%, NS5 inhibitors -18.4%, NTR1 ag cell count 20 µM 86 and NS5 inhibitors pilot replicate -7.9.
For COc1ccc(CN2CCCCCC2)cc1Br the results were AID2073 9.0%, UTI89 phage lysis -1.6%, GPR35 arrestin U2OS -4.4%, GPR55 activation -0.2%, HIV fusion peptide -0.9%, NTR1 ag 0.3, GPR55 LPI antagonism -2.1%, SIAH1 antagonists 7.2%, NS5 inhibitors -3.9% and NTR1 ag cell count 20 µM 59.
Screening CN(Cc1cccc(F)c1)C(=O)c1ccccc1Sc1ccccc1C#N returned AID2073 -14.5%, UTI89 phage lysis -1.8%[50 µM], GPR35 arrestin U2OS 5.8%, GPR55 activation 0.0%, HIV fusion peptide 0.0%, NTR1 ag 1.2, GPR55 LPI antagonism -15.3%, SIAH1 antagonists -6.1%, NS5 inhibitors -9.1% and NTR1 ag cell count 20 µM 60.
Cc1ccc(C(=O)N2C(=S)C(c3ccc(F)cc3)=NC23CCN(C)CC3)cc1 was read as AID2073 -21.2%, UTI89 phage lysis -0.7%, GPR35 arrestin U2OS 13.5%, GPR55 activation 0.2%, HIV fusion peptide 2.6%, NTR1 ag 1.1, GPR55 LPI antagonism -5.7%, SIAH1 antagonists -1.2%, NS5 inhibitors 10.8% and NTR1 ag cell count 20 µM 63.
Nc1ccccc1-n1c(=O)n(Cc2ccccc2F)c(=O)c2[nH]cnc21 was read as AID2073 13.9%, UTI89 phage lysis 0.1%, GPR35 arrestin U2OS 5.1%, GPR55 activation -0.1%, HIV fusion peptide 2.8%, NTR1 ag 2.9, GPR55 LPI antagonism 9.3%, SIAH1 antagonists -0.7%, NS5 inhibitors 8.6% and NTR1 ag cell count 20 µM 86.
For CC1CN(C(=O)Cn2cc(S(=O)(=O)CC(=O)N(C)c3ccccc3)c3ccccc32)CC(C)O1 (stereo unspecified) the results were AID2073 7.6%, UTI89 phage lysis 0.3%[50 µM], GPR35 arrestin U2OS -10.7%, GPR55 activation -0.1%, HIV fusion peptide 3.1%, NTR1 ag 0.1, GPR55 LPI antagonism 14.5%, SIAH1 antagonists -0.7%, NS5 inhibitors 5.2% and NTR1 ag cell count 20 µM 44.
For Cc1ccc(CNC(=O)CCS(=O)(=O)c2cc3c(cc2Cl)NC(=O)CO3)cc1 the results were AID2073 1.0%, UTI89 phage lysis 0.1%, GPR35 arrestin U2OS 13.6%, GPR55 activation -0.3%, HIV fusion peptide 0.0%, NTR1 ag 0.8, GPR55 LPI antagonism -5.3%, SIAH1 antagonists 12.1%, NS5 inhibitors 2.6% and NTR1 ag cell count 20 µM 63.
`O=C1C(Cl)=C(N2CCOCC2)C(=O)N1c1ccccc1` gave AID2073 17.8%, UTI89 phage lysis -0.9%, GPR35 arrestin U2OS 8.7%, GPR55 activation -0.2%, HIV fusion peptide -1.9%, NTR1 ag -0.9, GPR55 LPI antagonism -1.9%, SIAH1 antagonists -1.7%, NS5 inhibitors 18.7µM* and NTR1 ag cell count 20 µM 53.
CC1(C)CC(CC(=O)O)C(=O)O1 (stereo unspecified) was read as AID2073 -4.4%, UTI89 phage lysis 0.5%, GPR35 arrestin U2OS 2.4%, GPR55 activation -0.1%, HIV fusion peptide 1.7%, NTR1 ag -1.7, GPR55 LPI antagonism 11.8%, SIAH1 antagonists -0.4%, NS5 inhibitors -2.3% and NTR1 ag cell count 20 µM 97.
Cc1ccc([N+](=O)[O-])c(C)[n+]1C was read as AID2073 9.7%, UTI89 phage lysis 0.2%, GPR35 arrestin U2OS 16.4%, GPR55 activation 0.0%, HIV fusion peptide -4.2%, NTR1 ag -1.2, GPR55 LPI antagonism -2.8%, SIAH1 antagonists -6.8%, NS5 inhibitors 16.3% and NTR1 ag cell count 20 µM 96.
NC(=O)CSc1nnc(-c2cc3ccccc3o2)n1Cc1ccccc1 was read as AID2073 0.9%, UTI89 phage lysis 0.5%, GPR35 arrestin U2OS -3.8%, GPR55 activation 0.0%, HIV fusion peptide 0.7%, NTR1 ag 0.6, GPR55 LPI antagonism -13.5%, SIAH1 antagonists 3.4% and NTR1 ag cell count 20 µM 46.
For COC(=O)C1=CC(C(=O)c2cccs2)=NN(c2ccc(OC)cc2)C1C(=O)OC (stereo unspecified) the results were AID2073 27.7%, UTI89 phage lysis 0.1%, GPR35 arrestin U2OS 10.1%, GPR55 activation 0.7%, HIV fusion peptide 37.0%, NTR1 ag 8.4, GPR55 LPI antagonism 7.5%, SIAH1 antagonists 0.2%, NS5 inhibitors -16.0% and NTR1 ag cell count 20 µM 62.
Screening CC(Sc1nnc(-c2ccco2)o1)C(=O)NCCC1=CCCCC1 (stereo unspecified) returned AID2073 4.2%, UTI89 phage lysis -0.4%, GPR35 arrestin U2OS -11.5%, GPR55 activation 0.3%, HIV fusion peptide -0.7%, NTR1 ag -0.4, GPR55 LPI antagonism 4.5%, SIAH1 antagonists -0.5%, NS5 inhibitors -6.1% and NTR1 ag cell count 20 µM 71.
`CSc1ccccc1C(=O)NCCSC(C)(C)C` gave AID2073 -4.3%, UTI89 phage lysis 0.0%, GPR35 arrestin U2OS -10.3%, GPR55 activation 0.3%, HIV fusion peptide -0.7%, NTR1 ag 0.0, GPR55 LPI antagonism -11.0%, SIAH1 antagonists 1.3%, NS5 inhibitors -3.5% and NTR1 ag cell count 20 µM 94.
`CC(C)(C)n1nnnc1C(c1cccs1)N(Cc1ccccc1)Cc1cccnc1` (stereo unspecified) gave AID2073 -8.6%, UTI89 phage lysis 0.0%, GPR35 arrestin U2OS -12.2%, GPR55 activation 0.3%, HIV fusion peptide -2.5%, NTR1 ag -0.2, GPR55 LPI antagonism 7.73µM*, SIAH1 antagonists 5.3%, NS5 inhibitors -11.7% and NTR1 ag cell count 20 µM 25.
`CCOC(=O)C(CC)Sc1ncnc2c1nnn2-c1ccc(F)cc1` (stereo unspecified) gave AID2073 -10.3%, UTI89 phage lysis 0.3%, GPR35 arrestin U2OS 17.1%, GPR55 activation 0.3%, HIV fusion peptide -0.3%, NTR1 ag 2.2, GPR55 LPI antagonism -15.3%, SIAH1 antagonists 2.9%, NS5 inhibitors -7.0% and NTR1 ag cell count 20 µM 39.
Screening COc1ccc(-c2noc(CNC(=O)c3ccoc3C)n2)cc1OC returned AID2073 5.0%, UTI89 phage lysis 0.3%, GPR35 arrestin U2OS 15.3%, GPR55 activation -0.1%, HIV fusion peptide 0.6%, NTR1 ag -1.2, GPR55 LPI antagonism 4.9%, SIAH1 antagonists 2.5%, NS5 inhibitors -5.8% and NTR1 ag cell count 20 µM 40.
`CC(=O)N1c2ccc(S(=O)(=O)NCCC(=O)N3CCC(C)CC3)cc2CC1C` (stereo unspecified) gave AID2073 -5.2%, UTI89 phage lysis 0.3%, GPR35 arrestin U2OS -6.5%, GPR55 activation -0.3%, HIV fusion peptide 0.6%, NTR1 ag -1.3, GPR55 LPI antagonism -7.6%, SIAH1 antagonists -1.7%, NS5 inhibitors 1.8% and NTR1 ag cell count 20 µM 58.
For CCCN(CC(=O)Nc1ccc(C(N)=O)cc1)CC(=O)Nc1ccc(Cl)cc1Cl the results were AID2073 8.2%, UTI89 phage lysis 3.7%, GPR35 arrestin U2OS 19.6%, GPR55 activation -0.1%, HIV fusion peptide 1.7%, NTR1 ag 2.7, GPR55 LPI antagonism 7.0%, SIAH1 antagonists 0.2%, NS5 inhibitors 0.4% and NTR1 ag cell count 20 µM 50.
`NC(N)=Nc1nc(CCN2C(=O)c3ccccc3C2=O)cs1` gave AID2073 -3.7%, UTI89 phage lysis 0.5%, GPR35 arrestin U2OS -3.6%, GPR55 activation 0.2%, HIV fusion peptide -3.3%, NTR1 ag 4.4, GPR55 LPI antagonism -11.0%, SIAH1 antagonists -3.3%, NS5 inhibitors -2.3% and NTR1 ag cell count 20 µM 53.

Compound activity: PubChem, several laboratories
